Glioma ERSR ind – ER stress response induction in glioma; U87-MG GRP78 promoter luciferase reporter, 16 h; Potency, µM, for the others: at the top dose activation, usual class: activators; actives 0.02% (n = 420,000); also: potency is read from the fitted curve at half-maximal effect; series mostly up to about 76 µM; % of control where 0% means no effect; nearly all actives have a fitted effect of over 35% in size
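ERSR induction read as luciferase luminescence (Bright-Glo, 10 min at room temperature) in stably transfected human U87-MG glioma cells exposed to compounds for 16 h, using GRP78 as sensor.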
D1 antagonist – human D1 dopamine receptor antagonism. P21728. HEK293 TREx D1 cells, calcium flux, dopamine EC80; hits give low values. activity change, negative = inhibition, % at 10 µM. actives 3.2% (n = 360,000). AID 504652; in the data active = activity change below about -30%; also: % is scaled to controls: 0 for no effect and ±100 for the full control effect
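Using tetracycline-induced force-coupled D1 Hek293 cells and a calcium dye, signals were followed for 180 s after compound, then for 180 s after EC80 dopamine, to detect inhibitors.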
Vif-APOBEC3F blk – inhibitors of Vif-A3F interaction; HeLa A3F-eYFP + Vif (tagged APOBEC3F with the HIV-1 protein that degrades it), YFP fluorescence increase; AID 602313; actives 0.2% (n = 390,000); Potency, µM (titrated, usually from 46.1 µM), inactives show at the top dose activity, negative = active; also: potency is read from the fitted curve at half-maximal effect; % of control where 0% means no effect; nearly all actives have a fitted effect of over 65% in size
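Fluorescence increase (Ex 488/Em 500-530) after overnight compound treatment at 37 deg C flags inhibition of Vif-driven A3F-eYFP loss in stable HeLa A3F-eYFP/Vif cells seeded overnight beforehand.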
LDHA inh – LDHA (human) enzyme inhibition; P00338; activity change, % (values are at about 110 or 230 µM); purified LDHA, NADH/diaphorase-resazurin fluorescence; hits give low values; AID 1347041; actives 0.15% (n = 480,000); in the data active = activity change below about -30%; inconclusive = mostly about -25% to -30%;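 also: plate controls were DMSO wells for no effect and wells without enzyme for full effect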
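LDH5 2 nM; NADH 0.06 mM, pyruvate 0.2 mM; 200 mM Tris pH 7.4, EDTA, Tween-20; 5 min RT. Detection: diaphorase 0.133 mg/mL + resazurin 37 µM, fluorescence ex540/em590 at 0 and 20 min; normalized to enzyme-free and DMSO wells.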
Vif-A3G inh – blocks the Vif interaction with human APOBEC3G. Q9HC16. HeLa A3G-eYFP + Vif (tagged APOBEC3G with the HIV-1 protein that degrades it), YFP fluorescence, overnight. Potency, µM (titrated, usually from 46.1 µM), for the others: top-dose activity, negative = active, most hits filed as inhibitors. actives 0.076% (n = 410,000);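 also: potency is read from the fitted curve at half-maximal effect; % is scaled to controls: 0 for no effect and ±100 for the full control effect; nearly all actives have a fitted effect of over 60% in size; hits raise eYFP signal because A3G escapes Vif-driven loss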
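Read-out is eYFP fluorescence (Ex 488/Em 500-530) from Vif-expressing HeLa A3G-eYFP cells; more signal means A3G escaped Vif-mediated degradation. Cells plated overnight, compound pinned in, incubated overnight at 37 deg C.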
D1 agonist – human D1 receptor agonism | P21728 | HEK293 T-REx D1 cells, calcium flux, agonist mode | activation, % at 2 µM | actives 1% (n = 360,000) | AID 504660; in the data active = activation above about 30%; also: 0% is about no effect
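Tetracycline-induced HEK293 TREx D1 cells, force-coupled to calcium signalling, were dye-loaded with a no-wash calcium kit. Compound was pin-added after a 10 s baseline. Fluorescence was read kinetically at 1 cycle/s for 180 s, with calcium rises flagged as agonism.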
RXFP1 agonist – RXFP1 (human) receptor agonism | HEK293T-RXFP1 cAMP TR-FRET, 30 min; response scale: percent of porcine relaxin response, buffer zero | Potency, µM (highest dose often 57.5 µM), without a hit: top-dose activation, hits mostly activators | Q9HBX9 | actives 0.3% (n = 370,000); also: potency is read from the fitted curve at half-maximal effect; % is scaled to controls: 0 for no effect and ±100 for the full control effect; nearly all actives have a fitted effect of over 60% in size; many of its hits are not listed in these tables
Target sequence (Q9HBX9 whole entry, looked up): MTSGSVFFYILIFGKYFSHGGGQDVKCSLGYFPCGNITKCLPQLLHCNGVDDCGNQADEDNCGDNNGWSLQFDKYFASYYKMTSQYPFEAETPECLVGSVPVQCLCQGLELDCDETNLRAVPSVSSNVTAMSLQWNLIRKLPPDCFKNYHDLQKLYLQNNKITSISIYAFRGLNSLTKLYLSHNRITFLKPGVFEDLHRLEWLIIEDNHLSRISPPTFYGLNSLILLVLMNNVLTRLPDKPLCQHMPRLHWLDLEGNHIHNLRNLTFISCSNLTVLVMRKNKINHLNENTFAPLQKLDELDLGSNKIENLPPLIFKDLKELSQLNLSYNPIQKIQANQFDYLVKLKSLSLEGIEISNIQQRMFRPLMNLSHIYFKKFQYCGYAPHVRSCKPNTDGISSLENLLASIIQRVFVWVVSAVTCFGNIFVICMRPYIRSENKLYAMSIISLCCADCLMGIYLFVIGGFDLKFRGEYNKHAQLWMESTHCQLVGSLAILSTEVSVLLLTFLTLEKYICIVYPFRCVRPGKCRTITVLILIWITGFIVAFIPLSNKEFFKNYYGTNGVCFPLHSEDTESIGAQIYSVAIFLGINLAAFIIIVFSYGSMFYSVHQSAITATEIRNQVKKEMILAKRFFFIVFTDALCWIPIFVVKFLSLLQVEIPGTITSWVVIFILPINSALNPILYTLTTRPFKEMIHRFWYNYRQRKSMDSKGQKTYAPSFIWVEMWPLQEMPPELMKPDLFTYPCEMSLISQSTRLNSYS
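cAMP rise read by TR-FRET after 30 min, 37C compound exposure (up to 58 uM) in RXFP1-transfected HEK293 cells with Ro 20174 present. EC50 from Hill-equation fits, with 29 nM porcine relaxin as 100% and buffer as basal.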
D1 potentiator – potentiators of human D1 dopamine receptor; potentiation, % at 10 µM; AID 504651; HEK293 TREx D1 cells, calcium flux, dopamine EC20 potentiation; actives 0.036% (n = 360,000); P21728; in the data active = potentiation above about 30%; also: 0% is about no effect
D2 potentiator – positive allosteric modulators of human D2 dopamine receptor. AID 485347. P14416. actives 0.34% (n = 340,000). potentiation, % at 10 µM. HEK293 T-REx D2, calcium flux, EC20 dopamine potentiation;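 active = potentiation over 3 SD above the plate norm, cut at about 30% in these data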; also: 0% is about no effect
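Tetracycline-induced HEK293 T-REx cells force-coupled to calcium signalling expressed D2; compounds were pin-added after a 10 s baseline, read kinetically 180 s, then an EC20 dopamine challenge followed with a further 180 s calcium read.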
* = called active by the depositor; ? = inconclusive; . = not tested or not shown; & = joins results of further samples. Unless noted, calls follow the shape of the dose curve; as a rule, active = well fitted curve in the direction sought with a large enough effect; inconclusive = small, poorly fitted or top-dose-only effect, or another doubt; inactive = no such curve, though single readings can be large; an effect the other way counts as inactive or inconclusive. An excerpt; rates above refer to the full screens.

Preview:
molecule | D1 potentiator | Vif-APOBEC3F blk | D2 potentiator | Glioma ERSR ind | D1 antagonist | LDHA inh | D1 agonist | Vif-A3G inh | RXFP1 agonist
CC1CCc2nc(N)c(C#N)c(-c3ccncc3)c2C1 (configuration not stated) | 3 | 3% | -3 | -4% | -7 | -11 | 2 | -6% | -1.0%
CC12CCC(c3n[nH]c(=S)nc31)C2(C)C (configuration not stated) | -1 | -1% | 12 | -2% | 2 | -4 | 5 | -3% | -0.2%
COC(=O)COc1ccc(C2NC(=O)NC(c3ccccc3)=C2C(C)=O)cc1OC (configuration not stated) | -2 | -1% | 11 | 2% | 3 | -3 | 0 | -1% | 1.6%

Main list, repeating the preview:
molecule | D1 potentiator | Vif-APOBEC3F blk | D2 potentiator | Glioma ERSR ind | D1 antagonist | LDHA inh | D1 agonist | Vif-A3G inh | RXFP1 agonist
CC1CCc2nc(N)c(C#N)c(-c3ccncc3)c2C1 (configuration not stated) | 3 | 3% | -3 | -4% | -7 | -11 | 2 | -6% | -1.0%
CC12CCC(c3n[nH]c(=S)nc31)C2(C)C (configuration not stated) | -1 | -1% | 12 | -2% | 2 | -4 | 5 | -3% | -0.2%
COC(=O)COc1ccc(C2NC(=O)NC(c3ccccc3)=C2C(C)=O)cc1OC (configuration not stated) | -2 | -1% | 11 | 2% | 3 | -3 | 0 | -1% | 1.6%
CCCc1cc(=O)oc2cc(OC(C)C(=O)NC3CC(C)(C)NC(C)(C)C3)ccc12 (configuration not stated) | -4 | -4% | -8 | -3% | -4 | -3&6 | 3 | -1% | 0.1%
CCCCn1c(N)c(N(CC)C(=O)C2=NN(c3ccccc3)C(=O)CC2)c(=O)[nH]c1=O | -2 | 0% | 3 | -2% | 0 | -1 | 4 | 2% | 0.3%
CCN1CCN(Cc2nc3ccc([N+](=O)[O-])cc3c(=O)n2-c2ccc(OC)cc2OC)CC1 | 3 | -1% | 9 | 2% | 8 | 1 | 1 | -6% | -2.3%
Clc1ccc2nc(N3CCN(c4ccccc4)CC3)sc2c1 | -2 | -2% | 7 | -3% | -6 | -2 | 1 | -3% | 2.4%
N#CC(c1ccccc1)c1cnccn1 (configuration not stated) | -5 | -9% | 1 | 0% | -6 | -5 | -1 | 1% | -0.9%
O=S(=O)(Nc1ccon1)c1ccc(F)c(F)c1 | -6 | 2% | 3 | -4% | -2 | -1 | 5 | -8% | 3.1%
O=C(CN(C(=O)c1csnn1)c1ccccc1F)NCc1ccc2c(c1)OCO2 | 0 | 15% | 1 | 7% | -7 | -3 | 0 | 0% | 2.5%
CC(Sc1nnc(-c2cccnc2)o1)C(=O)NC1CCCC1 (configuration not stated) | 3 | -2% | 1 | -1% | 6 | 3 | -1 | 1% | 3.5%
O=C(CN1C(=O)CSC1=O)Nc1ccc(C(=O)O)cc1 | -4 | -1% | 0 | -3% | 1 | -6 | 3 | 1% | -1.5%
O=C(CCSCc1cccc(Cl)c1)NCCc1ccc(Cl)cc1 | 0&0 | 1%&-2% | 11&1 | -3%&-3% | -27&2 | 4&-4 | 5&8 | 1%&1% | 2.5%&1.9%
COc1ccccc1NC(=O)c1cc(C(=O)Nc2ccccc2OC)n(C)n1 | . | -3% | . | 2% | . | -1 | . | ? | .
CC(C)NC(=O)C(=O)NCCN1CCN(S(=O)(=O)c2ccc(Cl)cc2)CC1 | -7 | 0% | 11 | -2% | -12 | -3 | 0 | 0% | 0.0%
CC(C)CCn1c(=S)[nH]c2ncccc2c1=O | 0 | -11% | -5 | -4% | -4 | -1 | 0 | 1% | -5.2%
COc1ccc(S(=O)(=O)N2CCOCC2)cc1NC(=O)CSc1nnc(N)s1 | -1 | 9% | -3 | -1% | 8 | -4 | 2 | 0% | 13%
Cc1noc(C)c1COC(=O)c1ccc2c(c1)S(=O)(=O)c1ccccc1C2=O | -9 | 0% | -3 | -1% | -19 | 4 | 2 | -4% | 3.4%
Cc1ccc(C)c(OCCCN2CCc3ccccc3C2)c1 | -14 | 1% | -19 | -5% | -3 | -1 | 0 | -2% | 1.3%
CCSc1nnc(NC(=O)C2CCN(C(=O)c3ccc(F)cc3)CC2)s1 | . | 3% | . | -3% | . | -3 | . | 0% | .
CCOc1cc(NS(=O)(=O)c2ccc(Cl)cc2)c(OCC)cc1NC(=O)CC(C)C | -4 | -26% | -5 | 2% | -4 | 34 | 7 | 0% | 1.5%
COc1cccc(COC(=O)CSCC(=O)Nc2ccc(C)cc2)c1OC | . | -3% | . | -4% | . | 2 | . | 2% | .
CCOc1ccc(NC(=O)c2ccc3c(=O)n4c(nc3c2)CCCCC4)cc1 | 6&0 | 1% | 9&1 | -5% | -6&4 | -3&-1 | 3&2 | 1% | 1.9%&-3.0%
O=C1c2ccccc2C(=O)N1/N=C/c1ccc(O)c(O)c1 | 9 | -22% | 7 | 3% | -3 | 5 | 0 | 1% | -0.7%
CCOP(=O)(c1ccccc1)C1(C#N)CCCC1 (configuration not stated) | -5 | -6% | -5 | -1% | 6 | 0 | 2 | 2% | 1.3%
O=C(CNS(=O)(=O)c1ccccc1)OCC(=O)c1ccccc1Cl | -1 | 3% | -4 | -4% | -12 | 2 | 1 | 0% | 0.9%
Nc1nc(Cl)nc2ncn(Cc3ccccc3)c12 | 0 | 2% | -1 | -5% | -2 | -7 | 2 | 1% | 6.1%
CCCCNC(=O)CSc1nc(-c2ccc(OC)cc2)cc(C(F)(F)F)n1 | 2 | 0% | -5 | 0% | -4 | -6 | 2 | -5% | 25%
COc1ccc(-c2cccc(NS(=O)(=O)c3cc(C)c(Cl)cc3C)c2)nn1 | 2 | -13% | 1 | -6% | 7 | -2 | 3 | 0% | 1.7%
COc1ccc(CCN(Cc2cccs2)S(=O)(=O)c2ccc(S(=O)(=O)N3CCC(C)CC3)cc2)cc1OC | -1 | -1% | 14 | -2% | 0 | -3 | 11 | 1% | -0.4%
CCOc1ccccc1C(=O)OCC(=O)Nc1ncc(C(F)(F)F)cc1Cl | 8 | -1% | 9 | -4% | -5 | -1 | 0 | -3% | 1.1%
CCN(CC)S(=O)(=O)c1ccc(C(=O)NC(=S)N2CCCCC2C)cc1 (configuration not stated) | . | -7% | . | -3% | . | -8 | . | 2% | .
Cc1ccc(CCNC(=O)c2cc(-c3ccncc3)nc3ccccc23)cc1 | -1 | -2% | -1 | -3% | -24 | -8 | 0 | 1% | 1.7%
Cc1ccccc1C(=O)c1cccn1CC(=O)NCCCN1CCc2ccccc2C1 | . | 12% | -24 | -2% | -11 | -6 | 16 | 1% | -0.9%
COc1cc(OC)cc(-c2sc3ccc(OC)cc3c2C#CC2(N)CCCCC2)c1 | . | 2% | . | -11% | . | 1 | . | -14% | .
Cc1cccc(Cn2c(=O)c3c(nc4n3CCCN4Cc3ccccc3)n(C)c2=O)c1 | 5 | -3% | 6 | -8% | 12 | -2 | 0 | 1% | 0.1%
O=C1OC[C@@H]2CCCN2C(=O)[C@H](CC(=O)N(CCO)Cc2ccccc2)C/C=C\CC[C@H]1Cc1ccc(F)cc1 | . | 7% | . | -2% | . | -2 | . | 2% | .
Cc1ccc(CNC(=O)COC(=O)COc2ccc(C#N)cc2)cc1 | -3 | 0% | 12 | -3% | -3 | -6 | 0 | -3% | 0.5%
COc1ccc(C2CC(C(F)(F)F)n3nc(C(=O)O)cc3N2)cc1 (configuration not stated) | -3 | -3% | 15 | -3% | 4 | -2 | 5 | 0% | 3.2%
Cc1ccc(NC(=S)NC(CO)C(O)c2ccc([N+](=O)[O-])cc2)cc1 (configuration not stated) | -1 | 9% | 10 | -4% | -8 | -2 | 0 | 0% | -1.4%
Cc1c([N+](=O)[O-])c([N+](=O)[O-])nn1CC(=O)NCc1cccnc1 | -1 | 1% | -2 | -7% | 8 | 6 | 1 | -5% | 3.1%
Cc1cccc(-n2c(SCN3C(=O)c4ccccc4C3=O)nc3ccccc3c2=O)c1 | -2 | . | -3 | . | 3 | . | 3 | . | 0.8%
Cc1ccc(-c2nc3ncccn3c2NC2CCCCC2)o1 | -1 | -4% | 10 | -2% | 2 | 0 | 1 | 0% | -0.3%
CCC(=O)N1CCc2cc(Br)cc(S(=O)(=O)CCC(=O)NCCc3cccc(C)c3)c21 | -6 | 1% | -11 | -2% | 2 | -5 | -1 | 0% | 0.4%
O=[N+]([O-])c1ccc(S(=O)(=O)NCC2CCCO2)cc1 (configuration not stated) | -6 | 3% | -6 | -9% | -25 | 3 | 0 | -1% | 0.7%
CN(CC(=O)Nc1ccc2c(c1)OCCO2)S(=O)(=O)c1cccc2cccnc12 | -4 | 3% | -12 | -1% | 3 | -2 | 4 | -6% | 1.1%
CC1Cc2ccccc2N1C(=O)CSc1ncccn1 (configuration not stated) | 0 | 2% | 10 | 1% | -3 | -6 | 1 | 0% | 0.4%
COCCn1c(SCC(=O)Nc2ccccc2OC)nnc1-c1ccco1 | -4 | 2% | -1 | -3% | 2 | -12 | 3 | -4% | 4.0%
O=c1cc(-c2ccccc2)nc2nc(-c3ccco3)[nH]n12 | 4 | 12% | 28 | 1% | -18 | -9 | 4 | -2% | 0.7%
COCCNC(=O)C1CC(c2ccc(C(F)(F)F)cc2)=NO1 (configuration not stated) | . | 0% | . | 0% | . | 2 | . | -7% | .
Cc1cccc2nc3c(nc12)CCCC3 | -1 | -8% | -1 | -5% | 3 | 1 | 0 | -8% | 0.0%
Cc1nn(-c2ccccc2)c(N2CCCC2)c1/C=N/NC(=O)c1cc(-c2cccs2)nc2ccccc12 | -6 | 3% | -10 | -3% | -2 | -4 | 4 | -3% | -0.6%

Whole records, quoted from the list. Order of values: D1 potentiator	Vif-APOBEC3F blk	D2 potentiator	Glioma ERSR ind	D1 antagonist	LDHA inh	D1 agonist	Vif-A3G inh	RXFP1 agonist
`CN(CC(=O)Nc1ccc2c(c1)OCCO2)S(=O)(=O)c1cccc2cccnc12` reads -4	3%	-12	-1%	3	-2	4	-6%	1.1%
`Cc1cccc(-n2c(SCN3C(=O)c4ccccc4C3=O)nc3ccccc3c2=O)c1` reads -2	.	-3	.	3	.	3	.	0.8%
